# NS5 inhibitors = Dengue-2 NS5 methyltransferase inhibitors, primary screen, biochemical, confirmation dose response (AID 588689); inhibition, % at 25 µM, or IC50 in µM where a hit was titrated; 340,000 tested, 0.3% active; Dengue-2 NS5 methyltransferase capping enzyme assay, biochemical; higher % means a stronger effect; in the data active = a potency from the dose series
# NS5 inhibitors pilot replicate = second read-out of NS5 inhibitors, no call of its own (marks repeat the call); inhibition, %; measured here: pilot screen replicate inhibition
# * hit, by the source's call.
SMILES,NS5 inhibitors,others
CN(C)N1C(=O)c2c(Cl)c(Cl)c(Cl)c(Cl)c2C1=O,3.1%,
COc1ccc(S(=O)(=O)N(C)C[C@H]2OCc3cn(nn3)CCCC(=O)N([C@H](C)CO)C[C@@H]2C)cc1,-1.1%,
CCCCN1C(Nc2ccccc2)=NC[C@@H]1CC(C)C,-4.9%,
Cc1ccnc2nc(C(=O)OCC(=O)N(Cc3ccccc3)C(C)(C)C)nn12,-6.8%,
O=C1C[C@@H]2c3c(cccc3CN1Cc1ccccc1Br)C[C@@H](O)[C@H]2O,2.4%,
COc1ccc(OC)c(CN2CCN(S(=O)(=O)c3ccccc3)CC2)c1,0.8%,
O=C(c1cc(S(=O)(=O)N2CCOCC2)c(Cl)cc1Cl)N1CCN(S(=O)(=O)c2cccc(F)c2)CC1,-4.3%,
CN(Cc1ccc(OC(F)F)cc1)C(=O)c1cccc(S(=O)(=O)N2CCN(Cc3ccccc3)CC2)c1,-2.9%,
CC(Oc1ccc(C#N)cc1)C(=O)N1CC=C(c2ccccc2)CC1 (stereo unspecified),-1.6%,
COc1ccc(CCn2c(=N)c(C(=O)NCc3ccco3)cc3c(=O)n4ccccc4nc32)cc1OC,-1.2%,
O=c1cc(-c2nn[nH]n2)[nH]c(=O)[nH]1,-0.8%,
NC(=O)C1CCN(C(=O)c2cc(S(=O)(=O)N3CCN(c4ccccc4)CC3)ccc2Cl)CC1,2.2%,
NC(=O)c1oc2ccccc2c1NC(=O)C1CC(=O)N(c2ccccc2)C1 (stereo unspecified),-1.4%,
CCCCN1CC(C)(C)Oc2cccc(F)c2S1(=O)=O,-3.3%,
CN(CC(=O)Nc1ccccc1Cl)C(=O)CCc1nc2ccccc2c(=O)[nH]1,-1.4%,
Cc1ccc(C)c(S(=O)(=O)N2CCN(C(=O)c3sccc3C)CC2)c1,-5.2%,
CN(C(=O)c1cc2c(cc1Br)OCO2)c1cccc2ccccc12,-6.3%,
CC(C)c1ccc(NC(=O)C2CCCCN2S(=O)(=O)c2ccccc2)cc1 (stereo unspecified),0.7%,
C[C@H](CO)N1C[C@H](C)[C@@H](CN(C)Cc2ccc(-c3ccccc3)cc2)Oc2c(NC(=O)Nc3ccc4c(c3)OCO4)cccc2C1=O,-8.4%,
O=C(NCCCN1CCCC1=O)c1ccc(S(=O)(=O)Nc2ccccc2)cc1,-7.2%,
COc1cc([C@H]2Oc3c(OC)cc(CCCO[C@@H]4O[C@H](CO)[C@@H](O)[C@H](O)[C@H]4O)cc3[C@@H]2CO)ccc1O,-4.3%,
CCN(N=O)c1ccc(C=C2C=Cc3ccccc32)cc1,-12.3%,
O=C(NNC(=O)c1ccccc1O)c1ccc(-c2ccc([N+](=O)[O-])cc2)o1,8.9%,
CC(C)(C)N(Cc1ccccc1)C(=O)COC(=O)Cn1[nH]c(=O)c2ccccc2c1=O,-3.5%,
COc1cccc2c(=O)c3c([nH]c12)OC(C)(C)C3,10.1%,
CC(C)(C)C(=O)Nc1ccc(C(=O)COC(=O)C2=COCCO2)cc1,-2.9%,
CC(=O)Nc1ccc(S(=O)(=O)O)c(OC(C)=O)c1,-5.4%,
COc1cc(C(=O)NCC(=O)Nc2ccc(F)c(F)c2)ccc1OCC(=O)N1CCOCC1,0.7%,
Nc1c(N(CCC2=CCCCC2)C(=O)c2ccc([N+](=O)[O-])o2)c(=O)[nH]c(=O)n1Cc1ccccc1,-5.9%,
Cc1ccc(S(=O)(=O)Nc2ccc3c(c2)CC(=O)N([C@H](C)CO)C[C@@H](C)[C@H](CN(C)S(=O)(=O)c2ccccc2)O3)cc1,0.0%,

# For reference, 13 of the compounds above.
SMILES,NS5 inhibitors,others
CC(C)c1ccc(NC(=O)C2CCCCN2S(=O)(=O)c2ccccc2)cc1 (stereo unspecified),0.7%,
C[C@H](CO)N1C[C@H](C)[C@@H](CN(C)Cc2ccc(-c3ccccc3)cc2)Oc2c(NC(=O)Nc3ccc4c(c3)OCO4)cccc2C1=O,-8.4%,
O=C(NCCCN1CCCC1=O)c1ccc(S(=O)(=O)Nc2ccccc2)cc1,-7.2%,
COc1cc([C@H]2Oc3c(OC)cc(CCCO[C@@H]4O[C@H](CO)[C@@H](O)[C@H](O)[C@H]4O)cc3[C@@H]2CO)ccc1O,-4.3%,
CCN(N=O)c1ccc(C=C2C=Cc3ccccc32)cc1,-12.3%,
O=C(NNC(=O)c1ccccc1O)c1ccc(-c2ccc([N+](=O)[O-])cc2)o1,8.9%,
CC(C)(C)N(Cc1ccccc1)C(=O)COC(=O)Cn1[nH]c(=O)c2ccccc2c1=O,-3.5%,
COc1cccc2c(=O)c3c([nH]c12)OC(C)(C)C3,10.1%,
CC(C)(C)C(=O)Nc1ccc(C(=O)COC(=O)C2=COCCO2)cc1,-2.9%,
CC(=O)Nc1ccc(S(=O)(=O)O)c(OC(C)=O)c1,-5.4%,
COc1cc(C(=O)NCC(=O)Nc2ccc(F)c(F)c2)ccc1OCC(=O)N1CCOCC1,0.7%,
Nc1c(N(CCC2=CCCCC2)C(=O)c2ccc([N+](=O)[O-])o2)c(=O)[nH]c(=O)n1Cc1ccccc1,-5.9%,
Cc1ccc(S(=O)(=O)Nc2ccc3c(c2)CC(=O)N([C@H](C)CO)C[C@@H](C)[C@H](CN(C)S(=O)(=O)c2ccccc2)O3)cc1,0.0%,

# Further compounds follow:
SMILES,NS5 inhibitors,others
O=C(CCNC(=O)c1ccc([N+](=O)[O-])cc1)Nc1nc2ccccc2[nH]1,2.2%,
O=C(CC12CC3CC(CC(C3)C1)C2)NC1CC1,-8.4%,
Cc1ccc(C)c(OCCC(=O)OCC(=O)c2c(N)n(C)c(=O)n(C)c2=O)c1,0.7%,
CCCc1c(C(=O)N/N=C/c2ccc3c(c2)OCO3)nnn1-c1nonc1N,-2.3%,
O=[N+]([O-])c1ccccc1CNCCCCO,-4.0%,
COc1ccc(C(CNC(=O)c2cccc(S(=O)(=O)N3CCCCC3)c2)N2CCCC2)cc1 (stereo unspecified),-9.5%,
COc1ccccc1C(CNC(=O)CCNC(=O)c1ccccc1Cl)N1CCCC1 (stereo unspecified),0.7%,
O=C(Nc1ccccc1SC(=O)c1ccccc1)c1ccccc1,-26.4%,
Cc1ccc(C(=O)NNC(=O)c2ccncc2)cc1[N+](=O)[O-],0.0%,
C=C(C)[C@@H]1CC=C(CO)CC1,2.9%,
CC(=O)N/C(=C\c1ccccc1)C(=O)OC(C)C(=O)NCc1ccccc1 (stereo unspecified),-2.2%,
O=S(=O)(c1ccc(NC(=S)N2CCCCC2)cc1)N1CCCCC1,-7.5%,
O=C(O)C(=O)Nc1ncn[nH]1,-6.3%,
COCCCN(C(=O)CSCC(=O)Nc1ccc(C)cc1)c1c(N)n(Cc2ccccc2)c(=O)[nH]c1=O,-0.8%,
CC(OC(=O)c1cccc(S(=O)(=O)N2CCN(C)CC2)c1)C(=O)Nc1ccc(C(N)=O)cc1 (stereo unspecified),-5.2%,
COc1cccc(NC(=O)CN(C)C(=O)c2cc(C)oc2C)c1,2.6%,
COc1ccc(CCN(C)C(=O)CN2C(=O)NC3(CCCCCC3)C2=O)cc1OC,16.2%,
O=C(COC(=O)c1cc(=O)[nH]c2ccccc12)Nc1ccc(F)cc1F,2.3%,
O=C(OCC(=O)c1ccc(Cl)s1)c1ccc(CO)cc1,-6.5%,
Cc1ccc2c(CC(=O)NNC(=O)c3ccncc3)coc2c1,5.1%,
CCOc1ccc(S(=O)(=O)N2CCN(C(=O)c3oc4ccc(OC)cc4c3C)CC2)cc1,8.0%,
Cc1cc(C)c(C(=O)COC(=O)c2nn(C)c(=O)c3ccccc23)cc1C,-3.9%,
CCN(C(=O)CSc1nnc(NCCOC)s1)c1c(N)n(Cc2ccccc2)c(=O)[nH]c1=O,5.1%,
Cc1ccc(OCCNC(=O)CCc2ccccc2)cc1C,4.6%,
c1ccc(NC2=NCCN2CC2CCC2)cc1,0.0%,
C[C@@H]1COC(=O)CCC/C=C\C[C@@H](CC(=O)N(CCO)Cc2ccccc2)C(=O)N1,-1.0%,NS5 inhibitors pilot replicate=-0.6
O=C(CN1C(=O)NC2(CCOc3ccccc32)C1=O)c1ccc(F)cc1 (stereo unspecified),-8.6%,
c1ccc(COc2cncc(-c3cccnc3)c2)cc1,-8.8%,
COc1cc(OC)cc(C(=O)NC(C(=O)Nc2ccc3c(c2)CCC3)C(C)C)c1 (stereo unspecified),0.4%,
COc1ccccc1C(C)NS(=O)(=O)c1ccc(Cl)nc1 (stereo unspecified),3.0%,
CCOc1ccc(CCN2C(=S)N([C@@H](CC(C)C)CN3CCCC3CN3C(=S)NC[C@@H]3Cc3ccc(O)cc3)C[C@@H]2CC(C)C)cc1 (stereo partly specified),0.7%,NS5 inhibitors pilot replicate=0.6
O=C(NCC(c1ccco1)N1CCCC1)c1cccc(S(=O)(=O)N2CCOCC2)c1 (stereo unspecified),-4.3%,
CC(C)Cn1c(N)c(C(=O)COC(=O)Cc2cccc(C(F)(F)F)c2)c(=O)n(C)c1=O,-1.5%,
CCOc1cc(N2CCOCC2)c(OCC)cc1NC(=O)c1c(-c2ccccc2)noc1C,-10.5%,
COc1ccc(CNC(=O)CSc2nc3c(oc4ccccc43)c(=O)n2CC2CCCO2)cc1 (stereo unspecified),1.4%,
O=C(c1ccccc1Cc1ccccc1)N1CCN(S(=O)(=O)c2ccc(F)cc2)CC1,-13.8%,
CC1(C2CC2)NC(=O)N(CC(=O)Nc2ccc(SC(F)F)cc2)C1=O (stereo unspecified),-1.6%,
CCN1C(=O)[C@H]2[C@H]3CN=C(SC)N3[C@@](C)(C(=O)OC)[C@H]2C1=O,-1.3%,NS5 inhibitors pilot replicate=1.2
CC(=O)N/C(=C\c1ccccc1)C(=O)OCC(=O)Nc1ccc(C)c(S(=O)(=O)N(C)C)c1,4.4%,
CC(Oc1ccc(Br)cc1)C(=O)NCC(C)(C)N1CCOCC1 (stereo unspecified),-0.7%,
Cc1ccc(S(=O)(=O)CCC(=O)OCC(=O)Nc2sccc2C#N)cc1,-2.2%,
Cc1ccc(C(=O)C2CC2)cc1C,0.0%,
Cc1cc(NC(=O)CSc2cc(C)c3ccccc3n2)no1,-4.8%,
Cc1ccc(C(=O)Nc2cccc(S(=O)(=O)N(C)c3ccccc3)c2)o1,-3.7%,
Cc1ccc(NC(=O)CN2CCN(C(=O)c3ccco3)CC2)cc1S(=O)(=O)N(C)C,0.0%,
C[C@H](CO)N1C[C@H](C)[C@@H](CN(C)C(=O)Nc2ccccc2)Oc2ccc(NC(=O)Nc3ccc4c(c3)OCO4)cc2C1=O,-8.7%,
O=C(N[C@H]1CCC(=O)N(CCSc2ccc(Br)cc2)CC1)OCc1ccccc1,-5.0%,
Cc1ccccc1OCC(=O)N1CCC2(CC1)CC(=O)c1ccccc1O2,3.6%,
NS(=O)(=O)c1cc(C(=O)OCC(=O)NNC(=O)c2ccccc2)ccc1Cl,-0.7%,
O=C(NNC(=O)c1cccc2ccccc12)c1ccc(Cl)cc1,0.0%,
O=C(COC(=O)c1cc(S(=O)(=O)N2CCOCC2)ccc1F)NCc1ccc2c(c1)OCO2,-7.4%,
CCOC(=O)C1=CC[C@@H](c2ccco2)N(S(=O)(=O)c2ccc(C)cc2)[C@H]1C(=O)OCC,-7.7%,
COc1ccc(-n2nnc3c(SCC(=O)N4CCCc5ccccc54)ncnc32)cc1,-11.1%,
COc1cc(N)c2ncccc2c1Br,-11.7%,
CCOc1ccc(NS(=O)(=O)c2ccc(C(=O)N(C)CC(=O)Nc3ccccc3Br)cc2)cc1,-2.2%,
CC(C)CC(NC(=O)OCc1ccccc1)C(=O)NC(Cc1ccccc1)C(=O)CCl (stereo unspecified),-6.2%,
C#CCN(C[C@@H]1[C@@H](OC(=O)NCC2CCCCC2)[C@@H](OC(=O)NCC2CCCCC2)Cn2c(=O)ccc(=O)n21)S(=O)(=O)c1ccc(C)cc1,-27.2%,
Cc1ccc(NC(=O)COC(=O)CN2CCSC2=O)cc1Cl,-4.6%,
COc1ccc(CNCCS(=O)(=O)NC2CCCCC2)cc1,-0.7%,
CCOc1ccc2nc(NC(=O)CN3C(=O)C4CCCCC4C3=O)sc2c1 (stereo unspecified),3.7%,

# The results go on:
SMILES,NS5 inhibitors,others
O=C(CN1C(=O)NC2(CCCC2)C1=O)Nc1nc(-c2ccc(F)c(F)c2)cs1,-9.6%,
CC1C(=O)N(Cc2cn(CCC3OCCCO3)nn2)CCS(=O)(=O)N1Cc1ccc(-c2ccc(Cl)nc2)cc1 (stereo unspecified),2.2%,
Cc1ccc(NS(=O)(=O)c2cccc(C(=O)N(C)Cc3cccs3)c2)cc1,5.8%,
CS(=O)(=O)N1CCC2(CC1)OCCN2S(=O)(=O)c1ccccc1,2.9%,
O=C(NCCO)C(=O)NCC1CCCN1S(=O)(=O)c1cccs1 (stereo unspecified),12.2%,
COc1ccc2cc(C3=CCCC3(C)C(=O)O)ccc2c1 (stereo unspecified),10.1%,
COc1ccc(CN(C)C(=O)C2CSC3(C)CCC(=O)N23)cc1OC (stereo unspecified),3.0%,
CC(=O)Nc1ccc(C2=CC(=O)C[C@H](c3ccc4c(c3)OCO4)C2)cc1,-4.9%,
O=S(=O)(NCCCCCNS(=O)(=O)c1c(F)cccc1F)c1ccc2c(c1)OCCO2,-6.1%,
CCOC(=O)CN1CC(C)(C)N(CC(=O)OCC)CC1(C)C,-0.8%,
CSc1ncccc1C(=O)OCC(=O)N1CC2(C)CC1CC(C)(C)C2 (stereo unspecified),-3.9%,
C[C@H](CO)N1C[C@H](C)[C@H](CN(C)C(=O)c2ccccc2F)Oc2ncc(Br)cc2C1=O,0.6%,
COc1cc(NC(=O)CN2C(=O)C(C)N(c3ccc(C)cc3)C2=O)cc(OC)c1 (stereo unspecified),0.7%,
CCOc1ccc(Cc2c(O)nc(SC)[nH]c2=O)cc1,6.0%,
CN(C)S(=O)(=O)Nc1ccc(Cc2ccncc2)cc1,-3.3%,
CCC(C)(CN(C)C)OC(=O)c1ccccc1 (stereo unspecified),-3.0%,
O=C(CC1SC(N2CCOCC2)=NC1=O)Nc1ccc(Cl)cc1 (stereo unspecified),1.4%,
O=C(O)c1ccccc1Cc1ccc2c(c1)CCCC2,0.8%,
CCN(CC(=O)Nc1c(F)cccc1F)C(=O)c1cccc(-n2cccc2)c1,1.4%,
Cn1c(N)c(C(=O)COC(=O)Cc2ccc(F)cc2)c(=O)n(C)c1=O,-9.5%,
CCN(C(=O)COC(=O)c1cc([N+](=O)[O-])ccc1N1CCOCC1)c1ccccc1,1.6%,
CCCc1nc2c(s1)CCc1onc(-c3cccc([N+](=O)[O-])c3)c1-2,-3.2%,

# These rows are one share of the data; rates above refer to the full screens.
